Scp1 inh: inhibitors of human Scp-1 phosphatase; AID 493091; Recombinant Scp1, phosphopeptide, malachite green phosphate absorbance; Q9GZU7; inhibition, % at 20 µM; hit rate 0.88% among 340,000;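 active means inhibition above about 50% at 20 µM, limit read from the data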;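 further: plate controls were DMSO wells with enzyme for no effect and wells lacking enzyme for full effect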
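Material – SCP-1 phosphatase catalytic domain, residues 76-261 · Buffer or medium – Acidic Tris acetate buffer with magnesium and detergent · Also added – Phospho 17-mer peptide substrate · Compound – single 20 µM dose, 1% DMSO · Times – 45 min room-temperature reaction, 5 min colour, 30 min stabiliser · Technique – Phosphate-binding colour reagent, absorbance read at 630 nm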
SUMO1 PPI mod: alters human SUMO1 binding to SIM partners; hit rate 0.33% among 360,000; SUMO1 binding to a labelled peptide, TR-FRET, 1 h; P63165; inhibition, % at 20 µM; in the data active means inhibition above about 37%
Target sequence (P63165 whole entry, looked up): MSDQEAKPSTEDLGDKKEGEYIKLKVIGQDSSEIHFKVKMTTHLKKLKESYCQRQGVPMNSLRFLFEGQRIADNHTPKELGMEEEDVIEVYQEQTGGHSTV
NadD block: inhibitors of Staphylococcus aureus NadD | purified NadD enzyme, colorimetric absorbance read-out | inhibition, % at 20 µM | hit rate 0.78% among 360,000 | AID 602399; in the data active means inhibition above about 26%; further: some compounds past the cut are filed as inactive
PABP1 MLLE inh: blocks PAM2 peptide binding to the PABP1 MLLE domain | AID 588489 | hit rate 0.36% among 360,000 | GST-MLLE / FITC-PAM2 fluorescence polarization | inhibition, % at 20 µM | P11940; in the data active means inhibition above about 35%, passing the limit was not always enough;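 further: plate controls were DMSO wells with GST-MLLE for no effect and wells lacking GST-MLLE protein for full effect; some results filed as inactive read as strong as hits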
Target sequence (P11940 whole entry, looked up, the tested form may be a part): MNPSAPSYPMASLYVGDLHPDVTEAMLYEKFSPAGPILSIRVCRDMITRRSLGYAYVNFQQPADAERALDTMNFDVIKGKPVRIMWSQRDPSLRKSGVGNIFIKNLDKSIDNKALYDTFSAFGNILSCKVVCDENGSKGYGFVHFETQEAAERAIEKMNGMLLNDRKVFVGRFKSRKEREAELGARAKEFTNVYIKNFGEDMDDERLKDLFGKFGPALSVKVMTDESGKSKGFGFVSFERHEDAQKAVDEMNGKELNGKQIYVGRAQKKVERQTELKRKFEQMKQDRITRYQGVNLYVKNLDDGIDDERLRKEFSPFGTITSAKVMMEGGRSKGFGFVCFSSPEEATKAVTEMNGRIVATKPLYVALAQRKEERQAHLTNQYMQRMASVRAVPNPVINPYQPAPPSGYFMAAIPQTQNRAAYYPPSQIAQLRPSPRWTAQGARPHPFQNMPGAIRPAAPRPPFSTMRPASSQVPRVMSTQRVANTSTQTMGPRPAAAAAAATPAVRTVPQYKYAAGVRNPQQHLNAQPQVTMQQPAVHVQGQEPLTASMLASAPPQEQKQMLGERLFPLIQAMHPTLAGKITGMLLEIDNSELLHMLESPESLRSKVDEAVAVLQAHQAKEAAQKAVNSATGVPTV
TbMetRS inhib: blocks T. brucei methionyl-tRNA synthetase activity; purified T. brucei MetRS, ATP depletion, Kinase-Glo luminescence; inhibition, % at 11.9 µM; hit rate 0.4% among 360,000;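 active means inhibition above a per-plate cutoff of the control wells' mean inhibition plus 3 SD, cut at about 5.5% in these data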;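 further: 0% = DMSO wells median and 100% = median of wells with control inhibitor compound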
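assay system = parasite MetRS enzyme | timing = 15 min preincubation, 2 h reaction, all 25 °C | evaluation = percent inhibition relative to median high and low control wells | medium = HEPES buffer containing pyrophosphatase, BSA, spermine, DTT | compound = single dose, 11.9 µM final nominal, 0.9% final DMSO | detection = Kinase-Glo luminescence, ATP depletion format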
LMPTP block: blocks human LMPTP phosphatase; P24666; recombinant LMPTP-A, OMFP fluorogenic substrate, fluorescence intensity; inhibition, % at 20 µM; hit rate 0.22% among 360,000; AID 651560;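 active means compounds that cut the enzyme signal by at least half of the control window in the single-dose screen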;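 further: plate controls were DMSO wells with enzyme plus substrate for no effect and substrate without enzyme for full effect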
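Test system: LMPTP-A, protein tyrosine phosphatase of low molecular weight; Input: 0.625 nM enzyme; Incubation: 50 min dark incubation at room temperature; Signal: endpoint fluorescence intensity from OMFP dephosphorylation; Read-out basis: % inhibition versus control wells.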
STEP block: STEP (human) phosphatase inhibition; P54829; recombinant STEP, OMFP fluorogenic substrate, fluorescence; inhibition, % at 20 µM; hit rate 0.25% among 360,000;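 active means inhibition at 20 µM, scaled per plate between control wells, above about 37%, limit read from the data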;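 further: 0% = DMSO with enzyme and substrate and 100% = substrate only without enzyme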
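System: isolated STEP enzyme; schedule: 20 min enzyme reaction at room temperature, protected from light; medium: Bis-Tris buffer pH 6.0, 2.5 mM DTT, 0.005% Tween 20; signal: fluorescence, 480/540 nm; dosing: single compound dose of 20 µM, 1% DMSO final; also added: OMFP substrate, 25 µM final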
DNMT1 block: inhibitors of human DNMT1; DNMT1 molecular beacon, Hinp1I cleavage, fluorescence; inhibition (reported as % activation of signal), % at 10 µM; hit rate 0.83% among 360,000; in the data active means inhibition above about 50%
CSN inh: blocks human CSN-mediated cullin deneddylation | inhibition, % at 12.5 µM | Purified CSN, SCF-Nedd8-OG deneddylation, fluorescence polarization | AID 651999 | hit rate 0.38% among 360,000 | Q92905;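 active means pattern-corrected inhibition above about 35%, with an unprinted fluorescence ratio check between 0.5 and 1.5, limit read from the data, passing the limit was not always enough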;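 further: 0% = enzyme with substrate and 100% = substrate without enzyme; some results filed as inactive read as strong as hits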
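Assay system: purified human Csn5 enzyme expressed in HEK293T cells; Input: 0.24 nM Csn5 enzyme, final concentration; Reagent: 10 nM SCFSkp2-Nedd8OG; Compound dosing: 12.5 µM single point; Times: reaction 90 min, room temperature; Technique: fluorescence polarization readout.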
Rpn11 inh: Rpn11 (human) deubiquitinase inhibition. calls only at 20 µM. human 26S proteasome, Ub4-pepOG fluorescence polarization; 20S core pre-blocked with epoxomicin. O00487. hit rate 0.59% among 360,000;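 active means inhibition at 20 µM, scaled to each plate's controls, above about 33%, limit read from the data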
Target sequence (O00487 whole entry, looked up): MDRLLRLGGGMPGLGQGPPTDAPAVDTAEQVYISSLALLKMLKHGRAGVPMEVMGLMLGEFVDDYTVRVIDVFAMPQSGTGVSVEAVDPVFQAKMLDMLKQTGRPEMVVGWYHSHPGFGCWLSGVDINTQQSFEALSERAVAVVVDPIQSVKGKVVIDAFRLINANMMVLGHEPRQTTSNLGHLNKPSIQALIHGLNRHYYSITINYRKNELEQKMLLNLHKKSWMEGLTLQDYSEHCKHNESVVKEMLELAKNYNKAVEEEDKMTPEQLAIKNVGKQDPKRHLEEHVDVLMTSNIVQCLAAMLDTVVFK
* marks the source's active call; other numbers are inactive results; i = inactive; . = not tested or not shown.

The first 5 records, to show the layout:
SMILES | Scp1 inh | SUMO1 PPI mod | NadD block | PABP1 MLLE inh | TbMetRS inhib | LMPTP block | STEP block | DNMT1 block | CSN inh | Rpn11 inh
CC1(C)Cc2c(sc(/N=C/N3CCCC3)c2C#N)C(C)(C)N1 | 2.8 | 0.0 | -2.5 | -4.2 | -0.4 | -0.1 | 0.7 | -1.4 | -0.7 | i
COc1ccc(CNS(=O)(=O)c2cc(-c3cc(C)no3)ccc2C(C)C)cc1 | -11.0 | 3.3 | -7.5 | 0.7 | 0.4 | 1.0 | -1.3 | -7.0 | 0.8 | i
Cc1cccc(N2CCN(C(=O)C3CCN(c4ncnc5c4nc4n5CCCCC4)CC3)CC2)c1C | 0.3 | 6.2 | -4.6 | -6.4 | 0.7 | 3.0 | 1.1 | -5.3 | -4.5 | i
CCC(C)NS(=O)(=O)c1ccc(OCC(=O)NCc2ccccn2)cc1 (stereo not given) | -2.7 | -0.5 | -1.8 | -7.2 | 0.2 | -0.2 | -2.1 | 2.9 | -5.6 | i
CCCCCCn1c(N2CCN(c3ccccc3)CC2)nc2c1c(=O)[nH]c(=O)n2C | -1.9 | -1.1 | 0.8 | -6.7 | 0.0 | -0.4 | 4.5 | -3.7 | -1.4 | i

The whole of this part, previewed entries included:
SMILES | Scp1 inh | SUMO1 PPI mod | NadD block | PABP1 MLLE inh | TbMetRS inhib | LMPTP block | STEP block | DNMT1 block | CSN inh | Rpn11 inh
CC1(C)Cc2c(sc(/N=C/N3CCCC3)c2C#N)C(C)(C)N1 | 2.8 | 0.0 | -2.5 | -4.2 | -0.4 | -0.1 | 0.7 | -1.4 | -0.7 | i
COc1ccc(CNS(=O)(=O)c2cc(-c3cc(C)no3)ccc2C(C)C)cc1 | -11.0 | 3.3 | -7.5 | 0.7 | 0.4 | 1.0 | -1.3 | -7.0 | 0.8 | i
Cc1cccc(N2CCN(C(=O)C3CCN(c4ncnc5c4nc4n5CCCCC4)CC3)CC2)c1C | 0.3 | 6.2 | -4.6 | -6.4 | 0.7 | 3.0 | 1.1 | -5.3 | -4.5 | i
CCC(C)NS(=O)(=O)c1ccc(OCC(=O)NCc2ccccn2)cc1 (stereo not given) | -2.7 | -0.5 | -1.8 | -7.2 | 0.2 | -0.2 | -2.1 | 2.9 | -5.6 | i
CCCCCCn1c(N2CCN(c3ccccc3)CC2)nc2c1c(=O)[nH]c(=O)n2C | -1.9 | -1.1 | 0.8 | -6.7 | 0.0 | -0.4 | 4.5 | -3.7 | -1.4 | i
CN(C1CCS(=O)(=O)C1)S(=O)(=O)c1ccccc1[N+](=O)[O-] (stereo not given) | -3.7 | -3.3 | 2.5 | 8.9 | -0.5 | -1.9 | -1.5 | 1.1 | 1.9 | i
COc1ccc(NC(=O)C2CCCN(c3nc(C)cc(C)n3)C2)cc1 (stereo not given) | -10.1 | 0.9 | -3.0 | 3.6 | 0.0 | -0.5 | -0.3 | -5.0 | -1.9 | i
COc1ccc(CSc2nnc(C)n2N)cc1 | -7.5 | -1.9 | -6.0 | -0.9 | -0.4 | -2.7 | -1.9 | 1.3 | 1.2 | i
CCOc1ccc(/C=N/NC(=O)CSc2ccccn2)cc1O | -9.0 | -2.6 | -3.1 | -4.2 | 0.4 | -1.9 | 2.2 | 1.9 | 1.0 | i
CC(NC(=O)CCCc1c[nH]c2ccccc12)c1ccc(F)cc1 (stereo not given) | -0.6 | -0.2 | -4.2 | -10.0 | -1.1 | 0.7 | 0.5 | -0.3 | 1.7 | i
Fc1ccc(N/N=C/c2ccc(N3CCOCC3)cc2)c(F)c1 | -6.5 | -3.7 | -4.6 | 11.2 | -0.2 | 2.9 | 0.7 | -16.2 | 7.2 | i
Cc1ccc(S(=O)(=O)Nc2ccc(Cl)cc2O)cc1 | . | 1.9 | . | . | -0.7 | -0.7 | . | . | -0.7 | .
Cn1c(NN)nc2c1c(=O)n(Cc1ccccc1)c(=O)n2C | 68.5* | -1.6 | 0.3 | 16.3 | -1.5 | 8.5 | 7.6 | -5.3 | -3.4 | i
Cc1ccccc1CNc1ncnc2cc(Cl)ccc12 | -9.0 | -190.9 | -5.8 | -9.5 | 1.1 | 3.3 | -1.5 | 3.0 | -5.6 | i
C/[N+]([O-])=C\C1C(=O)CCCC1=O | -4.1 | -2.2 | -1.0 | 2.6 | 0.9 | -1.4 | 0.3 | -1.2 | -1.7 | i
CCS(=O)(=O)N1CCC(C(=O)Nc2cccc(C(C)=O)c2)CC1 | -1.3 | 0.7 | -5.1 | 2.8 | -1.1 | -1.5 | -5.5 | 2.0 | -4.4 | i
COC(=O)C1C(C(C)C)N(c2ccccc2)OC1(C)O (stereo not given) | -11.6 | 3.2 | -0.6 | 16.5 | 0.1 | -1.7 | -3.4 | -0.7 | -0.5 | i
CC1=C(C)CC(C(=O)NNC(=O)c2ccccc2O)C(C(=O)O)C1 (stereo not given) | -15.9 | 6.2 | -1.8 | -17.4 | -0.7 | -2.6 | -4.9 | 4.6 | 1.0 | i
C[C@H](NC(=O)c1ccc(Cl)cc1)C(=O)NCCc1ccc(S(N)(=O)=O)cc1 | -1.4 | -1.5 | 4.8 | 4.8 | 0.1 | 0.4 | 0.1 | -0.8 | -7.3 | i
CCOc1ccc(CCNC(=O)CN2C(=O)COc3ccc(S(=O)(=O)N4CCOCC4)cc32)cc1 | -6.3 | -0.6 | -1.0 | 7.5 | 0.1 | 0.7 | 1.1 | 0.2 | 2.8 | i
CCOc1ccc(NC(=S)NC(C)c2cccs2)cc1 (stereo not given) | -7.8 | 1.5 | 0.3 | -55.9 | -0.3 | 0.4 | -1.2 | -0.3 | -2.9 | i
Cc1cc(C)n(C(=O)c2c([N+](=O)[O-])cnn2C)n1 | -5.6 | 0.6 | 4.5 | 2.6 | -0.1 | 0.2 | -4.7 | 2.6 | -2.1 | i
CN(c1ccccc1)S(=O)(=O)c1cccc(C(=O)OCC(=O)NCc2ccco2)c1 | -9.6 | 2.3 | -3.3 | -8.6 | -0.1 | -0.4 | 2.3 | 0.0 | -5.6 | i
CCOC(=O)c1oc2ccc(CNCCO)c(Cl)c2c1C | -14.5 | 0.8 | 0.0 | -0.8 | -2.0 | -0.3 | -0.5 | 1.5 | 0.6 | i
CC1(C)Cc2c(cnn2-c2ccc(F)cc2)C(NC(=O)CN2CCCCC2=O)C1 (stereo not given) | -3.6 | -2.1 | -3.0 | 23.8 | -0.4 | -0.5 | -0.9 | 2.0 | 2.3 | i
CCn1c(SCC(=O)N2CCc3ccccc3C2)nc2c1c(=O)n(C)c(=O)n2C | -0.3 | 5.4 | -6.1 | -5.0 | -0.3 | -0.6 | -9.2 | -3.9 | -8.5 | i
O=C(NCC1COc2ccccc2O1)c1ccc(-n2cncn2)c([N+](=O)[O-])c1 (stereo not given) | -5.7 | -49.8 | -1.5 | -11.1 | 19.4* | -8.6 | -0.3 | 1.7 | 1.5 | i
CCN(CC)S(=O)(=O)c1ccc(C2CNC(=O)C2)cc1 (stereo not given) | -4.2 | 5.5 | -1.1 | 2.4 | -0.2 | -0.9 | 0.2 | 1.4 | 0.8 | i
O=C(Cc1cccc2ccccc12)NCC(=O)N1CCN(CC(=O)Nc2ccc(F)cc2)CC1 | . | -1.6 | -4.2 | 10.5 | -0.2 | -0.8 | 1.2 | 2.9 | -0.1 | i
Cc1ccc(N2C(=O)c3ccccc3C2=O)cc1C | -14.5 | -4.3 | 0.5 | -4.5 | -0.7 | -0.7 | 4.5 | 0.9 | 1.0 | i
CCN(c1ccccc1)S(=O)(=O)c1ccc(Oc2ccccc2)c(N)c1 | 6.0 | 3.2 | -4.5 | 4.3 | -0.2 | -0.2 | -3.6 | -7.6 | 3.3 | i
CCCCCCCCN1C(=O)[C@H](CC(=O)NCc2ccc(OC)c(OC)c2)C[C@@]2(C(=O)OC)CCCCC=C12 | . | 11.0 | -6.4 | . | -0.3 | 4.0 | . | . | 2.7 | .
Cc1cccn2c(=O)c3cc(C(=O)O)n(C)c3nc12 | 0.6 | 1.0 | 1.9 | 14.3 | -1.5 | 0.3 | -6.5 | 10.2 | 0.7 | i
Cc1ccc(C)n1-c1ccc(C(=O)Nc2ccccc2)cc1 | -1.4 | 0.0 | 11.9 | -34.0 | -0.6 | -1.2 | -1.7 | -10.1 | 1.1 | i
Cc1c(C(=O)N2CCN(C3CCS(=O)(=O)C3)CC2)oc2c(F)cccc12 (stereo not given) | 6.2 | 1.2 | 5.5 | -1.0 | -0.1 | 0.1 | -5.0 | -7.0 | 3.9 | i
O=C(COC(=O)c1ccc([N+](=O)[O-])s1)Nc1ncc(C(F)(F)F)cc1Cl | -2.6 | 23.4 | 11.3 | -44.9 | -0.3 | -0.4 | 4.5 | 10.0 | 37.6* | i
COc1ccc(CNC(=O)N[C@H](C(=O)O)C(C)C)cc1OC | -10.6 | 3.8 | -5.7 | -3.0 | -0.6 | -3.3 | 1.2 | -2.0 | 3.6 | i
Cc1nn(CCO)c(C)c1Oc1ccccc1O | 6.8 | 3.9 | -6.4 | 1.7 | -0.3 | -0.9 | -0.6 | 1.0 | -0.5 | i
Brc1ccc(-c2noc(C3CCCCC3)n2)cc1 | -10.4 | -0.4 | -0.4 | 18.1 | -0.6 | 2.6 | 0.6 | 2.7 | -0.3 | i
Cc1ccc(-c2noc(C3CCCN(C(=O)c4ccccc4Br)C3)n2)cc1 (stereo not given) | -2.0 | -0.3 | 1.6 | -0.4 | -0.6 | 1.8 | 0.7 | -0.3 | 2.8 | i
CCOC(=O)c1[nH]c2ccccc2c1CCCN1C(=O)c2ccccc2C1=O | -9.5 | -5.8 | -10.5 | 8.2 | -1.2 | 0.7 | -2.0 | -0.4 | 1.4 | i
OC1(c2ccc(Cl)cc2)CN(c2ccccc2)C2=[N+]1CCS2 (stereo not given) | -2.6 | 1.9 | -4.9 | 36.7 | -0.5 | 3.5 | -2.7 | 0.7 | -3.8 | i
Cc1ccc(C2N(c3ccccc3)C(=S)N3CCCN23)cc1 (stereo not given) | -10.4 | -2.2 | -4.0 | -8.5 | -0.4 | -0.4 | -0.9 | -1.8 | -3.4 | i
COc1ccc(NC(=O)CSc2nnc(-c3ccccc3C)n2C)cc1 | -7.0 | 0.1 | 0.8 | 0.2 | 0.0 | -2.0 | -4.0 | 0.5 | -4.5 | i

High-throughput results deposited in PubChem BioAssay by several laboratories.
